# Screening results (PubChem)
# ALDH1A1 block = inhibitors of human aldehyde dehydrogenase 1A1; P00352; Purified ALDH1A1, NADH fluorescence, propionaldehyde substrate; Potency, µM (top dose mostly 75.3 µM), for the others: at the highest dose activity, negative = inhibition, actives largely listed as inhibitors; hit rate 7.3% among 220,000; active = well fitted inhibition curve with a large enough effect, not every such curve was filed as active; inconclusive = small, poorly fitted or top-dose-only effect, or another doubt; inactive = no such curve, though single readings can be large or run the other way;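 also: plate controls were no enzyme wells and a reference inhibitor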
# Target sequence (P00352 whole entry, looked up): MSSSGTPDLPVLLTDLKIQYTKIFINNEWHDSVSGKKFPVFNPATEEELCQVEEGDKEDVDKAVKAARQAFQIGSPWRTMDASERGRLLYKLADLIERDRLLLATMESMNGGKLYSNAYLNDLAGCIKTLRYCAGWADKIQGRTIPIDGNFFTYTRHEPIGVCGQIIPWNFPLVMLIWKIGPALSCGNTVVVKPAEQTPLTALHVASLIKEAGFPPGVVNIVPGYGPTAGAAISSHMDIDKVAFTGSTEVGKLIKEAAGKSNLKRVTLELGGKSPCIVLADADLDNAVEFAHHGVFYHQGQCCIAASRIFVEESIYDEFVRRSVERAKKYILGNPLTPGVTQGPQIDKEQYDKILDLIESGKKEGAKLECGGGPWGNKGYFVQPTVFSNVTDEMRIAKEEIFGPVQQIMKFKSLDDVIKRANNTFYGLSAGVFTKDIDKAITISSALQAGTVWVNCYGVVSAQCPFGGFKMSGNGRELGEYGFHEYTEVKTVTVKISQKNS
# JMJD2E inh = blocks human JMJD2E demethylase activity | AID 2147 | hit rate 1.6% among 230,000 | Potency, µM (highest dose often 57.1 µM), for the others: at the highest dose activity change, negative = inhibition, most hits filed as inhibitors | JMJD2E catalytic domain, FDH-coupled NADH fluorescence (FDH is formaldehyde dehydrogenase) | B2RXH2; active = well fitted inhibition curve with a large enough effect, not every such curve was filed as active; inconclusive = small, poorly fitted or top-dose-only effect, or another doubt; inactive = no such curve, though single readings can be large or run the other way;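 also: 0% = wells with enzyme and -100% = buffer wells without enzyme; nearly all actives have a fitted effect of over 50% in size; many of its hits are not listed in these tables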
# Target sequence (B2RXH2 1-337 limits assumed): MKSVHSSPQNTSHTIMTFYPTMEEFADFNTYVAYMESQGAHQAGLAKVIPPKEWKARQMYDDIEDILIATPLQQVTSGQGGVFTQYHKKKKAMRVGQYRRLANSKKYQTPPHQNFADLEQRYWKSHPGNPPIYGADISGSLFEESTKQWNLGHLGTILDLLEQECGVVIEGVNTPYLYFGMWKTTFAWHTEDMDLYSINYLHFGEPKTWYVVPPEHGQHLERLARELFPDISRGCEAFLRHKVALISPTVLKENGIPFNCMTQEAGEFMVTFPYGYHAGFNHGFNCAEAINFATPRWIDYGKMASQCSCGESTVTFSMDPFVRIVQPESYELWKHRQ
# RECQ1 helicase = RECQ1 (human) helicase inhibition | P46063 | RECQ1 DNA unwinding, red fluorescence kinetic read | Potency, µM (highest dose often 57.3 µM), without a hit: top-dose activity, negative = inhibition, most hits filed as inhibitors | hit rate 0.54% among 240,000 | AID 2549;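 also: plate controls were vehicle for no effect and no enzyme for full effect; nearly all actives have a fitted effect of over 30% in size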
#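 RECQ1T1 50 nM; forked duplex (20 bp + 30-nt ss tails) 200 nM, ATP 2 mM final; pH 8.0, 2 mM MgCl2, 2.5 ug/ml poly(dI-dC); 15 min compound preincubation; discontinuous kinetic read over 2 h at RT.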
# Tau fibril ThT = inhibitors of human tau fibril formation, thioflavin T binding; P10636; recombinant tau K18 P301L (four-repeat tau fragment), heparin-induced fibrillization, ThT fluorescence; Potency, µM (highest dose often 57.4 µM), inactives show at the highest dose activity, negative = inhibition, actives largely listed as inhibitors; hit rate 2.1% among 270,000; also: % is scaled to controls: 0 for no effect and ±100 for the full control effect; nearly all actives have a fitted effect of over 55% in size
# Target sequence (P10636 561-689 P618L limits assumed): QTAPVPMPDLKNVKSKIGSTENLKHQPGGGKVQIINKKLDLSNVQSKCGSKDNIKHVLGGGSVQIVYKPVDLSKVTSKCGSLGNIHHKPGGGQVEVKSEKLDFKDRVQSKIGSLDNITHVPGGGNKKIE
#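 Aggregation was driven by heparin (20 uM final) acting on recombinant tau […] bearing P301L in 100 mM sodium acetate pH 7; fibrils were detected with Thioflavin T.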
# L3MBTL1 block = L3MBTL1 (human) inhibition; AlphaScreen L3MBTL1–H3K9me1 peptide binding; Q9Y468; Potency, µM (top dose mostly 57.1 µM), for the others: top-dose activity, negative = inhibition, usual class: inhibitors; hit rate 0.66% among 230,000; AID 485360; also: % is scaled to controls: 0 for no effect and ±100 for the full control effect; nearly all actives have a fitted effect of over 60% in size
#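 L3MBTL1 50 nM + b-AHA-H3(1-15)K9me1 75 nM, 30 min RT; compound added, 30 min RT; streptavidin donor/Ni-chelate acceptor beads 10 ug/mL each final, 30 min RT dark; AlphaScreen read.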
# SMN2 splice enh = SMN2 splice variant enhancement; HEK293 SMN2-luciferase splicing reporter, luminescence, 30-36 h; Potency, µM (highest dose often 46.1 µM), without a hit: at the top dose activity change, positive = activation, usual class: activators; hit rate 2.8% among 210,000; AID 1458; also: % of control where 0% means no effect; nearly all actives have a fitted effect of over 55% in size
#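 HEK293 cells carry an SMN2 […]–luciferase reporter in which exon 7 inclusion puts luciferase in frame. Cells were plated 10-12 h before compound addition, then incubated 30-36 h at 37C. ONE-Glo luminescence was read; sodium butyrate at 4.5 mM final served as control.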
# Lamin A splicing = LMNA splicing modulation | HeLa LMNA splicing GFP/RFP minigene ratio, 48 h | Potency, µM (titrated, usually from 46.1 µM), inactives show at the highest dose ratio change, negative = inhibition, most hits filed as inhibitors | hit rate 0.01% among 200,000 | AID 1487; active = well fitted inhibition curve with a large enough effect in the signal ratio, with a control signal flat, not every such curve was filed as active; inconclusive = small, poorly fitted or top-dose-only effect, or effect the other way, or a change in a side signal; the % refers to the signal ratio; also: % is scaled to controls: 0 for no effect and ±100 for the full control effect
#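 S3 HeLa stable clones carrying a lamin A-EGFP splicing minigene plus DsRed2 were seeded at 600 cells/well in Opti-MEM with 2% FBS, pin-dosed and incubated 48 h at 37°C. Acumen cytometry (488 nm) gave the GFP/RFP total-intensity ratio.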
# KinaseGlo FLuc = Kinase-Glo luciferase inhibition (counter-screen); Q27757; Kinase-Glo luciferase, ATP luminescence, 8 min; Potency, µM (series often up to 38.3 µM), inactives show at the highest dose activity change, negative = inhibition, usual class: inhibitors; hit rate 0.28% among 200,000; also: % is scaled to controls: 0 for no effect and ±100 for the full control effect; nearly all actives have a fitted effect of over 60% in size
#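 Inhibition of Kinase-Glo luciferase light generation was assessed at 10 uM ATP in pH 7.2 imidazole buffer, with luminescence measured after eight minutes at ambient temperature.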
# An asterisk follows results filed as active; i = inactive; ? = inconclusive; / = not tested or not shown; [ ] = dose if it differs, or a comment. Unless noted, calls follow the shape of the dose curve; as a rule, active = well fitted curve in the direction sought with a large enough effect; inconclusive = small, poorly fitted or top-dose-only effect, or another doubt; inactive = no such curve, though single readings can be large; an effect the other way counts as inactive or inconclusive. Potency is read from the fitted curve at half-maximal effect.
smiles	ALDH1A1 block	JMJD2E inh	RECQ1 helicase	Tau fibril ThT	L3MBTL1 block	SMN2 splice enh	Lamin A splicing	KinaseGlo FLuc
COCCn1c(C)cc(C(=O)CSc2cc(C)c3ccccc3n2)c1C	11.3%	-4.9%	-18.6%	?	-0.4%	-14.1%	-22.3%	-1.7%
CC(C)c1c(C#N)c(N)nc(SCC(=O)c2cc3ccccc3oc2=O)c1C#N	11.2%	0.1%	-1.8%	0.8%	0.1%	-0.8%	-12.8%	2.0%
CCOC(=O)CN(C(=O)CN1CCOCC1)c1ccc(Br)cc1	4.5%	-6.2%	-10.8%	-7.4%	-1.4%	2.6%	-4.1%	1.6%
COc1ccc(CCNC(=O)C2CC(=O)N(c3ccccc3)C2)cc1OC (stereo not given)	?	-0.5%	14.3%	4.2%	-1.9%	5.7%	-12.1%	0.1%
O=C(Nc1nnc(C2CC2)s1)c1cccc(S(=O)(=O)N2CC(c3ccccc3)CC2=O)c1 (stereo not given)	?	-3.4%	-7.1%	-7.7%	5.0%	1.8%	-3.5%	-1.7%
Cc1ccc(NC(=O)Cn2c(=S)[nH]c3ccccc32)cc1	10µM*	2.8%	-15.1%	?	/	3.3%	/	-1.3%
COC(=O)c1cn[nH]c1NC(=S)Nc1ccc(C)cc1Cl	7.94µM*	6.6%	-12.4%	-1.5%	3.9%	15.9%	14.9%	8.9%
CCNC(=S)NNC(=O)c1cc(-c2cccc(OCC)c2)nc2ccccc12	2.9%	11.8%	i	-9.1%	/	16.2%	-10.9%	-5.1%
Cc1cc(C)c(S(C)(=O)=O)c(Oc2cccc(Cl)c2)n1	12.6%	2.2%	8.1%	-20.0%	7.9%	3.7%	-7.8%	3.3%
CC1Cc2ccccc2N1C(=O)COC(=O)c1ccc(S(=O)(=O)N(C)C)cc1 (stereo not given)	?	1.2%	9.9%	-3.3%	-3.8%	-2.9%	3.7%	-1.5%
Nn1c(SCC(=O)NC2CCCc3ccccc32)nnc1-c1cccs1 (stereo not given)	-9.3%	-0.2%	-7.8%	-2.8%	4.1%	-12.3%	1.7%	8.4%
Clc1ccc(-c2n[nH]c3c2CCC3)c(Cl)c1	8.9%	3.4%	-4.8%	?	-2.0%	-16.3%	4.3%	-0.5%
COC(=O)[C@@H]1C[C@@H]2CC[C@@H](O)C[C@@H]2N1Cc1ccc(-c2ccccc2)cc1	-2.4%	-2.4%	-8.0%	-10.8%	/	-19.5%	/	0.8%
O=C1CC(N2CCN(C/C=C/c3ccccc3)CC2)C(=O)N1Cc1ccc(N2CCCC2=O)cc1 (stereo not given)	-2.5%	4.5%	i	5.0%	-0.5%	-23.3%	?	-0.1%
CCOC(=O)N1CCN(S(=O)(=O)c2ccc(C(=O)Nc3ccc4c(c3)C(=O)NC4=O)cc2)CC1	?	?	8.0%	7.1%	4.3%	11.5%	-1.9%	-1.7%
CCOc1ccc(-n2c(=O)[nH]cc(C(=O)Nc3ccc(OC)c(OC)c3)c2=O)cc1	?	-3.8%	-3.6%	-8.1%	/	-2.4%	7.5%[46 µM]	8.7%
COc1ccc(CCNC(=O)CN(C2CCCCC2)S(C)(=O)=O)cc1OC	-4.1%	-20.6%	-13.2%	18.5%	-4.0%	-7.8%	1.3%	-3.0%
CCN1CCN(C(=S)c2ccc(OCC(=O)N3CCOCC3)cc2)CC1	-3.0%	4.9%	-3.7%	-3.9%	/	7.4%	8.1%	-4.4%
CC(C)C1NC(=S)N(C2CCCCC2)C1=O (stereo not given)	-22.7%	-6.2%	0.5%	-0.6%	7.2%	-26.8%	14.1%	-1.2%
CCCC1OC2CC3C4CCC5=CC(=O)C=CC5(C)C4C(O)CC3(C)[C@]2(C(=O)CO)O1 (stereo not given in full)	-3.1%	5.2%	7.0%	2.8%	/	-1.5%	/	-5.3%
O=C(CSc1nc2ccccc2c(=O)[nH]1)N1CCOCC1	7.9%	0.0%	i	7.5%	/	13.5%	-7.9%	2.0%
O=C(OCc1ccc(C(=O)c2ccccc2)cc1)c1cccc(-c2nnc(-c3ccccc3)o2)c1	-3.4%	2.4%	-2.6%	-15.0%	-3.4%	?	-6.9%	-4.0%
CC(C)(C)NC(=O)NC(=O)COc1ccccc1C#N	?	?	1.2%	1.8%	-2.7%[11.4 µM]	?	0.7%	?
O=C(O)c1ccc(C(=O)Nc2cccc(NC(=O)C3CCCO3)c2)cc1 (stereo not given)	9.0%	5.2%	5.9%	-3.3%	/	9.3%	6.3%	-2.5%
COc1ccc(-c2cn(-c3ccc(C)cc3C)c(=O)[nH]2)cc1OC	?	?	-2.8%	?	16.6%	-32.5%[inhibitor]	8.9%[9.22 µM]	-0.3%
CCOC(=O)c1cc(-c2csc(-c3ccc(C(C)(C)C)cc3)n2)on1	1.7%	-4.1%	-13.2%	-11.5%	7.2%	/	/	/
Cc1ccc(CN2CCN(/N=C/c3ccc(C(=O)O)cc3)CC2)cc1	-10.0%	-4.6%	-7.1%	-0.1%	-10.7%	-37.7%[inhibitor]	?	-7.9%
CCOc1ccccc1C1C(C(N)=O)=C(C)Nc2nc(-c3ccc(OC)cc3)nn21 (stereo not given)	12.4%	-27.8%	-11.4%	-5.5%	2.2%	-16.0%	-6.2%	0.2%
CCC(c1nc2ccccc2c(=O)n1-c1nc2ccccc2s1)N1C(=O)c2ccccc2C1=O (stereo not given)	7.5%	1.7%	-7.2%	-11.4%	-4.4%	16.0%	-9.9%	2.6%
O=C(COc1ccc2ccccc2c1)NC1=NCCS1	5.2%	-1.2%	i	-4.3%	/	9.0%	-0.4%	-4.6%
CCCn1c(-c2ccc(F)cc2)nc2c(NCCCN(C)C)nc(C)nc21	?	?	-4.2%	-13.4%	/	-8.7%	/	0.8%
Cc1ccc(/C=C/C(=O)c2nc3ccccc3[nH]2)cc1	3.7%	4.6%	10µM*	?	-7.3%	?	2.7%	-21.7%
N#CC1=C2SCN(Cc3ccco3)CN2C(=O)CC1c1ccc(Cl)cc1 (stereo not given)	15.8µM*	?	-1.2%	17.8µM*	-5.9%	19.3%	7.9%	-3.1%
S=C1COC(c2ccccc2)N1c1ccccc1 (stereo not given)	-1.9%	4.6%	-4.0%	5.9%	6.5%	-1.6%	3.5%	2.0%
Cc1ccc(S(=O)(=O)N2CCN(S(C)(=O)=O)C2)cc1	4.5%	1.0%	-3.3%	-6.4%	-2.9%	0.9%	-8.7%	-5.9%
CCn1c(SCC(=O)Nc2nnc(C)s2)nnc1-c1ccncc1	8.0%	0.1%	-1.9%	-4.2%	-9.6%	5.4%	-5.4%	4.5%
Cc1ccc(OCCCC(=O)Nc2nnc(C3CCCO3)s2)c(C)c1 (stereo not given)	0.6%	5.0%	i	-0.6%	-7.8%	/	16.4%[46 µM]	-8.5%
O=C(COc1ncnc2ccccc12)NCCc1ccc(F)cc1	4.1%	5.5%	i	-3.2%	-1.6%	-5.3%	?	-0.2%
COCCNS(=O)(=O)c1cc(F)ccc1OC	11.0%	-7.7%	-0.3%	-5.1%	1.0%	3.16µM*	-3.7%	1.5%
COc1ccc(-c2ccnc(SCC(=O)c3ccc(OC)c(OC)c3)n2)cc1	?	-8.6%	-1.2%	-13.8%	6.7%	8.0%	?	1.0%
COC(=O)C1=C(C)Nc2[nH]c(=S)[nH]c(=O)c2C1c1ccc(OC)cc1 (stereo not given)	-7.0%	?	i	2.1%	4.7%	-1.5%	7.6%[46 µM]	-0.2%
COc1ccc(-c2c(C)nn3c(N4CCC5(CC4)OCCO5)cc(C)nc23)cc1OC	?	10.2%	-11.7%	-21.0%	-1.5%	-20.4%	-11.8%	2.1%
CN(c1ccc(S(=O)(=O)N2CCOCC2)cn1)C1CCCCC1	0.8%	-0.4%	-5.9%	-6.0%	-0.5%	-36.4%[inhibitor]	?	-2.0%
C=C(C)C1CC=C(C)/C(=N/NC(=O)COc2cccc3ccccc23)C1 (stereo not given)	-0.4%	-0.3%	i	-8.3%	2.8%	-11.8%	5.4%	2.0%
Cc1ccc(C(=O)c2ccc(C)cc2)cc1	?	2.5%	-3.6%	3.2%	35.1%[activator]	-32.7%	?	-3.8%
COc1cc(OC)cc(-n2nnnc2SCC(=O)NCCc2ccc(OC)c(OC)c2)c1	-3.2%	1.1%	-20.6%	4.6%	-2.3%	/	-1.4%[46 µM]	-5.9%
N#CC1=C(N)C(C#N)(C#N)C2(CCC3(CC2)OCCO3)C2CC3(CC=C12)OCCO3 (stereo not given)	?	-16.7%	-10.9%	-15.3%	-0.1%	-14.3%	-12.6%	-0.1%
Cc1ccc(-c2nc3ccccc3s2)cc1S(=O)(=O)N1CCOCC1	0.3%	?	-7.7%	-14.1%	/	-13.1%	?	-3.4%
Cc1cc2c(cc1C)CSC(c1c(O)ccc3ccccc13)SC2	-10.9%	-12.1%	-13.3%	?	/	-35.0%[inhibitor]	?	16.6%
O=C(O)C1CCCCC1C(=O)NCCC(c1ccccc1)c1ccccc1 (stereo not given)	8.6%	-7.3%	i	-5.8%	6.3%	-3.5%	-1.9%	0.9%
O=C(O)CCCCCn1c(SCc2cc(=O)n3ccccc3n2)nc2ccsc2c1=O	?	8.0%	-12.9%	-1.5%	-1.0%	2.6%	?	2.4%

# Single values from the list:
# Value for `O=C(O)CCCCCn1c(SCc2cc(=O)n3ccccc3n2)nc2ccsc2c1=O` under Tau fibril ThT: -1.5%
# Value for `COc1cc(OC)cc(-n2nnnc2SCC(=O)NCCc2ccc(OC)c(OC)c2)c1` under KinaseGlo FLuc: -5.9%

# This is a subset; count on the stated rates, not on these rows.
